# Bioassay records from PubChem.
# PREPL inh = human PREPL enzyme inhibition | Q4J6C6 | recombinant PREPL, fluorescence polarization activity-based probe | inhibition, % at 5.96 µM | 0.68% of 320,000 active; in the data active = inhibition above about 43%;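 also: 0% = enzyme with DMSO and 100% = wells lacking enzyme; many of its hits are not listed in these tables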
# pPAFAH FP inh = inhibitors of human plasma PAF acetylhydrolase (pPAFAH); AID 463082; inhibition, % at 3.39 µM; 1.5% of 330,000 active; recombinant pPAFAH, FP-rhodamine probe fluorescence polarization; Q13093;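 active = inhibition above the mean inhibition across the screen plus 3 SD, cut at about 25% in these data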;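 also: inhibitors block binding of the rhodamine activity-based probe so polarization drops; 0% = enzyme with DMSO and 100% = wells lacking pPAFAH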
# Target sequence (Q13093 whole entry, looked up): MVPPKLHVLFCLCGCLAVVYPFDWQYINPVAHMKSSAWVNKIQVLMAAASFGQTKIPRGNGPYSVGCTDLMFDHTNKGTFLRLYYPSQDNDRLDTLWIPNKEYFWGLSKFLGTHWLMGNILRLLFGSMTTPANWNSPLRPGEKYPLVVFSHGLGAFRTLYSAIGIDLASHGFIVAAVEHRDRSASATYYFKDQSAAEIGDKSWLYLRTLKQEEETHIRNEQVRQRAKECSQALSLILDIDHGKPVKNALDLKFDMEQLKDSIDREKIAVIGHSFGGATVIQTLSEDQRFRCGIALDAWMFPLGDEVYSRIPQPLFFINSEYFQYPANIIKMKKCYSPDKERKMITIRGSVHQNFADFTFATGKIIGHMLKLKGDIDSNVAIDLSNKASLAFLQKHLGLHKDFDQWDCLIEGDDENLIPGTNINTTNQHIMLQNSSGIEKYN
# GSTO1 counter = counter-screen for RBBP9 inhibitors: inhibitors of human GSTO1; recombinant GSTO1, activity-based probe fluorescence polarization; inhibition, % at 5.96 µM; 1.1% of 300,000 active; AID 1974;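 active = inhibition above the campaign mean inhibition plus 3 SD, cut at about 35% in these data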;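 also: 0% = GSTO1-1 with DMSO and 100% = wells lacking GSTO1-1 enzyme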
# Target sequence (P78417 whole entry, looked up): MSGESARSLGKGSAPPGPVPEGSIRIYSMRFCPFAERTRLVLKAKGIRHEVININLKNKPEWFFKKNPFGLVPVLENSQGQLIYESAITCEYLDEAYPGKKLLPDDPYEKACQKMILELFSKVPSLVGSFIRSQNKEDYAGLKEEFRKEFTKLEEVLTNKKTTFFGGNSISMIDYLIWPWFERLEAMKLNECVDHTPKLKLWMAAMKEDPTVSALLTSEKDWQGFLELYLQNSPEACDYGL
# PME-1 inh = PME-1 (human) inhibition; inhibition, % at 5.9 µM; recombinant PME-1, FP-Rh probe fluorescence polarization; 0.53% of 320,000 active;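 active = inhibition above the campaign mean of all compounds plus 3 SD, cut at about 26% in these data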;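 also: competitive labeling of PME-1 active site by serine hydrolase directed probe; 0% = PME-1 with DMSO and 100% = wells lacking PME-1 enzyme; inhibitors block probe labeling so polarization falls and inhibition rises; many of its hits are not listed in these tables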
# LYPLA1 inh = LYPLA1 (human) inhibition in PME1 counter-screen. O75608. recombinant LYPLA1, FP-Rh probe fluorescence polarization. inhibition, % at 5.9 µM. 0.16% of 320,000 active. AID 2174;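 active = inhibition above the mean of all tested compounds plus 3 SD, set per campaign, cut at about 14% in these data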;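 also: inhibitors block serine hydrolase probe labeling of LYPLA1 so polarization falls; 0% = enzyme with DMSO and 100% = wells lacking LYPLA1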
# PAFAH1B3 FP inh = inhibitors of human PAFAH1B3; Q15102; recombinant PAFAH1B3, FP-rhodamine probe, fluorescence polarization; inhibition, % at 3.39 µM; 0.28% of 340,000 active;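 active = inhibition above the screen-wide average of all tested compounds plus 3 SD, cut at about 25% in these data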;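 also: 0% = enzyme with DMSO only and 100% = wells lacking PAFAH1B3 protein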
# PAD4 FP inh = inhibitors of human PAD4; Q9UM07; recombinant PAD4, RCA probe fluorescence polarization; inhibition, % at 6.36 µM; 0.41% of 330,000 active;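 active = percent inhibition above a cutoff equal to the mean of all tested compounds plus 3 SD, cut at about 15% in these data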;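 also: 0% = PAD4 with RCA probe and DMSO and 100% = probe without PAD4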
# LYPLA2 inh = counter-screen for PME1 inhibitors: inhibitors of human LYPLA2; O95372; recombinant LYPLA2, FP-Rh probe fluorescence polarization; inhibition, % at 5.9 µM; 0.38% of 320,000 active; AID 2177;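 active = inhibition above the screen-wide mean plus 3 SD, limit set per campaign, cut at about 26% in these data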;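 also: 0% = LYPLA2 with DMSO and 100% = wells lacking LYPLA2 enzyme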
# PAFAH1B2 inh = inhibitors of human PAFAH1B2 | recombinant PAFAH1B2, FP-rhodamine activity probe, fluorescence polarization | inhibition, % at 3.39 µM | P68402 | 1.2% of 340,000 active;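 active = inhibition above the mean of all tested compounds plus 3 SD, cut at about 24% in these data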;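 also: 0% = enzyme with DMSO and 100% = wells lacking PAFAH1B2; many of its hits are not listed in these tables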
# Target sequence (P68402 whole entry, looked up): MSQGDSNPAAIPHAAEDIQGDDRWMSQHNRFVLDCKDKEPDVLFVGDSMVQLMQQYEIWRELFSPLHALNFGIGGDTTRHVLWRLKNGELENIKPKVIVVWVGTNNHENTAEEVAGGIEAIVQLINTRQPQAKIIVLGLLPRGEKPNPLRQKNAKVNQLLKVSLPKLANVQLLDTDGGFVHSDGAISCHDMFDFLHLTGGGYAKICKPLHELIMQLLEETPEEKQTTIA
# Active calls of the source: *; · = no result given. These rows are one share of the data; count on the stated rates, not on these rows.
entry	Compound	PREPL inh	pPAFAH FP inh	GSTO1 counter	PME-1 inh	LYPLA1 inh
1	CC(C)(C)c1ccc(-c2cc(N)n[nH]2)cc1	-13	1	2	0	-1
2	C[C@H](NC(=O)c1nc[nH]c1C(=O)N[C@@H](CCCCN)C(=O)OC(C)(C)C)C(=O)OCc1ccccc1	-23	0	·	·	·
3	COc1ccc(N2C(=NC(=O)C3CCCCC3)SC3CS(=O)(=O)CC32)cc1 (centres undefined)	-2	6	3	3	1
4	C=CCNC(=O)C1CCN(S(=O)(=O)c2cccs2)CC1	0	6	6	-2	4
5	COc1ccc(NC(=O)C23CC4CC(C2)CC(c2ccc(C)cc2)(C4)C3)cc1	3	5	-7	-11	-6
6	CC(C)c1ccc(S(=O)(=O)N2CCN(C(C)C(=O)N3CCCC3)CC2)cc1 (centres undefined)	6	-5	·	-4	-1
7	O=C(COc1ncnc2sccc12)N1CCc2ccccc2C1	-5	-1	-1	1	2
8	Cc1ccc(S(=O)(=O)Nc2cc(-c3ccccc3)nn2C)cc1	-6	3	-2	15	3
9	CC(C)(C)C1CCc2c(sc3nc(SCC(N)=O)nc(N)c23)C1 (centres undefined)	1	12	3	3	10
10	CCN(CC)C(=O)Cn1c(=O)n(C)c2ccccc21	1	1	-5	2	-1
11	O=c1[nH]c(CSc2ccccn2)nc2c1cnn2-c1ccccc1	-1	2	3	-5	0
12	COc1ccc(-n2nc(C(=O)NCC(=O)N3CCN(Cc4ccccc4)CC3)c3ccccc3c2=O)cc1	-1	-1	1	-5	43*

entry	PAFAH1B3 FP inh	PAD4 FP inh	LYPLA2 inh	PAFAH1B2 inh
1	3	-3	-6	7
2	-1	-2	·	4
3	7	-8	6	7
4	2	-3	2	3
5	2	4	1	-9
6	5	-2	0	0
7	-2	-1	-2	-8
8	·	-1	0	·
9	10	2	-1	15
10	15	-4	-3	-2
11	5	-1	-1	3
12	5	-3	69*	4

# The list continues.
entry	Compound	PREPL inh	pPAFAH FP inh	GSTO1 counter	PME-1 inh	LYPLA1 inh
13	Cc1cc(OCCOCCN(C)CCO)cc(C)c1Cl	8	4	11	-5	1
14	COc1ccc(OCC(=O)Nc2ccc3c(c2)n(C)c(=O)n3C)cc1	8	0	2	-3	3
15	CC1CCCC(C)N1C(=O)CSc1nccc(=O)[nH]1 (centres undefined)	-4	1	6	1	-1
16	c1ccc(-c2cc3nccc(-c4ccccn4)n3n2)cc1	-4	3	0	2	-2
17	C[C@H](CO)N1C[C@H](C)[C@@H](CN(C)S(=O)(=O)c2ccc(F)cc2)Oc2ccc(NC(=O)C3CC3)cc2C1=O	-3	5	·	·	·
18	Cc1[nH]c2ccccc2c1C(=O)/C=C/c1ccccc1	-8	-3	-29	-8	-2
19	CN1CCN(NC(=O)c2cccc3ccccc23)CC1	-2	2	-2	1	-3
20	COc1ccc(C2=NOC(Cn3nc(C(=O)NCc4ccccc4OC)cc3-c3ccccc3)C2)cc1 (centres undefined)	-16	8	-4	-10	-4
21	CCCc1nc2sc3c(=O)n(N)cnc3c2c2c1CCCC2	-3	4	6	0	-4
22	COc1ccccc1C(=O)NCc1ccncc1	3	-2	0	5	2
23	O=C(Nc1ccc(Cl)cc1C(=O)N1CCOCC1)c1cccc([N+](=O)[O-])c1	4	4	3	2	-2
24	COCc1nnc(N)s1	0	6	7	1	1

entry	PAFAH1B3 FP inh	PAD4 FP inh	LYPLA2 inh	PAFAH1B2 inh
13	9	-4	-3	4
14	7	1	4	7
15	11	2	3	12
16	11	1	-2	-3
17	4	2	·	1
18	-1	-2	-4	-2
19	5	1	-1	2
20	-3	-6	-17	1
21	7	-1	2	1
22	5	-2	2	-1
23	·	-3	0	·
24	-3	3	2	-2

# Next section; it opens with the 5 that closed the last part.
entry	Compound	PREPL inh	pPAFAH FP inh	GSTO1 counter	PME-1 inh	LYPLA1 inh
20	COc1ccc(C2=NOC(Cn3nc(C(=O)NCc4ccccc4OC)cc3-c3ccccc3)C2)cc1 (centres undefined)	-16	8	-4	-10	-4
21	CCCc1nc2sc3c(=O)n(N)cnc3c2c2c1CCCC2	-3	4	6	0	-4
22	COc1ccccc1C(=O)NCc1ccncc1	3	-2	0	5	2
23	O=C(Nc1ccc(Cl)cc1C(=O)N1CCOCC1)c1cccc([N+](=O)[O-])c1	4	4	3	2	-2
24	COCc1nnc(N)s1	0	6	7	1	1
25	O=C(Cn1c2ccccc2c(=O)c2ccccc21)Nc1ccccc1F	-5	3	-1	-23	-1
26	N#Cc1ccccc1NC(=O)CC1CCCCC1	11	2	-3	1	0
27	Cc1cc(Nc2c(C)n(C)n(-c3ccccc3)c2=O)c2ccccc2n1	6	4	7	2	5
28	CCOc1ccc(-c2nc(=S)[nH][nH]2)cc1	-2	-1	2	-3	1
29	COc1ccc(S(=O)(=O)N2CCOCC2)cc1NC(=O)CSc1nnc(N)s1	7	2	-3	-5	1
30	CC1CCCC(C(=O)OCc2ccccc2)N1 (centres undefined)	2	5	1	-1	0
31	CC(=O)Nc1ccc(NC(=O)CN(c2ccc([N+](=O)[O-])cc2)S(=O)(=O)c2ccccc2)cc1	-16	4	3	-1	-4
32	CC(C)CCN1NC2(CCCC(C)C2)NC1=S (centres undefined)	2	-1	5	-3	-1
33	OCc1ccccc1OCCOc1ccc(Cl)c2cccnc12	-1	-3	-4	0	-4
34	N#CC1=C2SCN(Cc3ccco3)CN2C(=O)CC1c1ccccc1F (centres undefined)	1	3	1	1	0
35	C(=C\c1ccccc1)/C=N/Nc1nncc(-c2ccccc2)n1	4	6	4	0	-1
36	Cc1ccc(S(=O)(=O)N2CCC(C(=O)Nc3ccccc3N3CCCCC3)CC2)cc1C	-2	-1	3	3	2

entry	PAFAH1B3 FP inh	PAD4 FP inh	LYPLA2 inh	PAFAH1B2 inh
20	-3	-6	-17	1
21	7	-1	2	1
22	5	-2	2	-1
23	·	-3	0	·
24	-3	3	2	-2
25	-11	-7	-6	-6
26	0	2	0	6
27	-3	-2	7	-1
28	1	4	1	1
29	4	-2	-7	-1
30	11	-1	0	3
31	7	0	4	5
32	·	1	-1	·
33	11	-2	-2	4
34	6	0	2	5
35	·	-1	-3	·
36	1	-2	2	-5

# (listing goes on)
entry	Compound	PREPL inh	pPAFAH FP inh	GSTO1 counter	PME-1 inh	LYPLA1 inh
37	CCOC(=O)c1sc(=S)n(C)c1C	0	1	-4	5	1
38	Cn1nc(C(=O)Nc2ccccc2N2CCOCC2)ccc1=O	8	5	·	1	2
39	O=C(CCC1CCN(C(=O)Cc2c(F)cccc2F)CC1)NC1CC1	12	-6	-1	-5	3
40	O=C1c2ccccc2S(=O)(=O)N1Cc1cccc(S(=O)(=O)N2CCOCC2)c1	-1	3	32	10	-4
41	O=C1CCc2cc(S(=O)(=O)NCCC(=O)NC3CCN(Cc4ccccc4)CC3)ccc2N1	7	7	-3	2	-1
42	COc1ccccc1NC(=O)C1=C(C)NC(=O)NC1c1cc(C)cs1 (centres undefined)	6	6	-4	8	-2
43	CN(C)CCCNC(=S)N(CCCN(C)C)Cc1cc2cc3c(cc2[nH]c1=O)OCO3	9	0	-1	1	2
44	O=C1CCCN1CCCNc1nc2c(S(=O)(=O)c3ccccc3)nnn2c2ccc(Cl)cc12	-10	3	-10	11	0
45	O=C(NC(Cc1c[nH]c2ccccc12)C(=O)Nc1ccc(OC(F)(F)F)cc1)c1cccs1 (centres undefined)	3	2	-7	4	-4
46	CNC(=O)NC(=O)COc1ccc2oc3c(c2c1)CCCC3	1	3	-6	1	-4
47	CCCn1c(NC(=O)c2ccc(Br)cc2)nc2ccccc21	2	4	8	-1	3
48	CCC(C)[C@@H](N)C(=O)N/N=C/c1ccc2ncccc2c1 (some centres undefined)	10	-2	-1	5	-4

entry	PAFAH1B3 FP inh	PAD4 FP inh	LYPLA2 inh	PAFAH1B2 inh
37	5	-2	2	0
38	2	-4	0	1
39	11	-6	-2	8
40	3	1	3	1
41	7	1	1	5
42	9	0	-5	-1
43	6	2	5	-1
44	-2	-3	3	2
45	7	0	-1	0
46	-1	-4	0	1
47	14	-3	4	0
48	8	-1	-2	1

# (cont.)
entry	Compound	PREPL inh	pPAFAH FP inh	GSTO1 counter	PME-1 inh	LYPLA1 inh
49	COc1ccc(-c2ccc3c(c2)c(-c2cccs2)c(-c2cc(OC)cc(OC)c2)n3C)cc1	17	4	·	5	-2
50	COc1ccc(OC)c(/C=N/NC(=O)CC2C(=O)NN=C2C)c1 (centres undefined)	-6	0	5	-4	2
51	COc1ccc(C(=O)NCC(=O)NCC(=O)OCC(=O)c2cccs2)cc1	-10	3	4	-1	6
52	COc1ccccc1S(=O)(=O)CC(O)COc1ccc(F)cc1Cl (centres undefined)	-27	3	-6	-8	1
53	CCCS(=O)(=O)N1CCN(Cc2c[nH]c3ccccc23)CC1	2	-2	17	-4	-4
54	COc1cccc(C2C(C(=O)/C=C/c3ccco3)=C(O)C(=O)N2CCN2CCOCC2)c1 (centres undefined)	-7	10	19	-1	-5
55	Cc1ccc(-c2nn(-c3ccccc3)cc2C(=O)OCC(=O)Nc2ncc(Cl)cc2Cl)cc1	-13	5	-3	2	-8
56	Cn1cccc1/C=N/NC(=O)c1cc(-c2cccs2)nc2ccccc12	-9	4	-1	0	-6
57	Cc1ccc2nc(-c3ccncc3)c(Nc3ccccc3)n2c1	-9	4	4	6	-1
58	CCC(C)c1ccc(S(=O)(=O)N2CCN(CC(O)CN3CCOCC3)CC2)cc1 (centres undefined)	8	-2	·	0	0
59	O=C(CN(C(=O)CCC(=O)Nc1nccs1)c1ccc(F)cc1)NCc1ccc2c(c1)OCO2	-25	-2	-4	-2	-1
60	CN(c1ccccc1)S(=O)(=O)c1ccc2c(c1)OCCO2	17	-4	·	·	·

entry	PAFAH1B3 FP inh	PAD4 FP inh	LYPLA2 inh	PAFAH1B2 inh
49	-3	-5	-5	-1
50	6	-5	2	3
51	5	-1	8	0
52	3	-3	9	-4
53	1	-2	3	10
54	5	-2	-2	5
55	-1	-3	-18	2
56	-5	0	-3	4
57	4	-1	2	-1
58	8	3	4	0
59	16	0	-1	7
60	9	-3	·	3

# The list continues:
entry	Compound	PREPL inh	pPAFAH FP inh	GSTO1 counter	PME-1 inh	LYPLA1 inh
61	COC(=O)Cn1c(=NC(=O)CSCC(=O)Nc2cc(C)on2)sc2ccccc21	-9	-3	-6	-2	-2
62	COc1ccc(CCNC(=O)c2ccc(CN3CCOCC3)cc2)cc1	5	-4	6	-2	-3
63	Cc1ccnc(NC(=O)CS(=O)(=O)Cc2ccccc2)c1	16	21	4	-2	0
64	CCC(=O)Oc1oc(-c2ccccc2)nc1C=Nc1ccc(C)cc1	9	9	2	-5	-7
65	COc1cccc(OC)c1C(=O)NC(=S)NCc1ccco1	15	0	8	-1	1

entry	PAFAH1B3 FP inh	PAD4 FP inh	LYPLA2 inh	PAFAH1B2 inh
61	2	-3	-4	0
62	-3	4	-5	1
63	6	8	1	2
64	6	-6	-4	-1
65	6	0	-2	-3

# Results in sequence from above.
# PREPL inh, compounds 61 to 65 → -9, 5, 16, 9, 15
# LYPLA1 inh, compounds 61 to 65 → -2, -3, 0, -7, 1
# pPAFAH FP inh, compounds 61 to 65 → -3, -4, 21, 9, 0
